Source: PubChem (several laboratories)
GPR55 antagonists – GPR55 antagonists blocking LPI-driven arrestin recruitment, primary screen, imaging, U2OS, beta-arrestin-GFP, LPI agonist (AID 2013); G-protein coupled receptor 55 (Homo sapiens); inhibition, % at 10 µM, or IC50 in µM where a hit was titrated; 290,000 compounds, 0.13% hits; U2OS GPR55 beta-arrestin-GFP translocation imaging, LPI antagonism; higher % means a stronger effect;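 active means spots per cell inhibited over 60%, with over 100 cells counted and total cytoplasm intensity under 500,000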;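 further: U2OS cells stably carrying GPR55 and arrestin-GFP stimulated by 5 µM LPI near EC80; imaged beta-arrestin-GFP aggregate spots per cell after agonist stimulation; plate controls were LPI-stimulated DMSO wells for no effect and DMSO wells without LPI for full effect; some results filed as inactive read as strong as hits; confirmed hits need IC50 under 10 µM and bright autofluorescent wells are also inconclusive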
HIV fusion peptide – inhibitors of HIV fusion peptide binding, primary screen, biochemical, uHTS, fluorescence dequenching (AID 1986) | cell-free peptide binding, fluorescence dequenching, 30 min; higher % means a stronger effect | inhibition, % at 20 µM, or IC50 in µM where a hit was titrated | 290,000 compounds, 0.3% hits; in the data active means inhibition mostly above about 52%, no sharp cut-off; inactive means mostly below about 76%; further: some results filed as inactive read as strong as hits
Large T inhibition – SV40 large T antigen inhibitors, biochemical (AID 1903); SV40 large T antigen ATPase/helicase inhibition assay; higher % means a stronger effect; one-dose inhibition, % at 20 µM; IC50 in µM for titrated hits; 310,000 compounds, 0.39% hits; in the data active means a potency from the dose series; further: strong numbers were not always called active
KOR beta-arrestin-1 – KOR agonists, beta-arrestin recruitment, primary screen, cell-based, luminescence, uHTS (AID 1777); Kappa-type opioid receptor (Homo sapiens); KOR beta-arrestin recruitment, luminescence; higher % means a stronger effect; activation, % at 10 µM, or EC50 in µM where a hit was titrated; 280,000 compounds, 0.02% hits; in the data active means activation above about 50%, passing the limit was not always enough; further: a part of the inactive calls stands beside numbers as strong as those of hits
GPR55 beta-arrestin – GPR55 agonists via beta-arrestin recruitment, primary screen, imaging, U2OS cells, beta-arrestin-GFP redistribution (AID 1961); U2OS GPR55 beta-arrestin-GFP redistribution imaging; higher % means a stronger effect; one-dose activation, % at 10 µM; EC50 in µM for titrated hits; 290,000 compounds, 0.048% hits; G-protein coupled receptor 55 (Homo sapiens);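 active means activation above 40% with more than 50 cells counted in the well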;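 further: U2OS osteosarcoma cells stably expressing GPR55 and beta-arrestin-GFP; plate controls were DMSO negative control for no effect and LPI positive control for full effect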
Rac1 GTP hydrolysis – MgcRacGAP GTPase-activating activity inhibitors, confirmation, biochemical, ADP Hunter fluorescence; Rac GTPase-activating protein 1 (Homo sapiens); 340,000 compounds, 0.6% hits; inhibition, % at 30 µM; hits with a dose series show IC50 in µM; AID 624330, 2012; MgcRacGAP-stimulated Rac1 GTP hydrolysis, ADP Hunter fluorescence; higher % means a stronger effect; GST-tagged Rac1 F28L mutant substrate;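 active means first-screen hits whose inhibition reached a set limit at any dose in the follow-up dose series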;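 further: fluorescence reports GDP produced by GAP-driven GTP hydrolysis; strong numbers were not always called active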
NOD2 inhibition – NOD2 signaling inhibitors, cell-based, luminescence, uHTS, HEK293 (AID 1566); inhibition, % at 4 µM, or EC50 in µM where a hit was titrated; HEK293 NOD2/NF-kB luciferase reporter, luminescence; higher % means a stronger effect; 290,000 compounds, 0.63% hits; further: many of its hits are not listed in these tables
NOD1 NF-kB reporter – NOD1 signaling inhibitors, primary screen, cell-based, luminescence, uHTS (AID 1578); 290,000 compounds, 1% hits; NOD1-driven NF-kB luciferase reporter cells, luminescence; higher % means a stronger effect; one-dose inhibition, % at 4 µM; EC50 in µM for titrated hits; in the data active means inhibition mostly above about 36%, no sharp cut-off; inactive means mostly below about 34%;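 further: HEK-293T reporter cells stimulated with the NOD1 agonist gamma-tri-DAP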
KOR beta-arrestin-2 – KOR antagonists, beta-arrestin recruitment, cell-based, luminescence, uHTS (AID 1778). KOR beta-arrestin recruitment, luminescence, antagonist mode; higher % means a stronger effect. inhibition, % at 10 µM, or IC50 in µM where a hit was titrated. 290,000 compounds, 0.091% hits; further: strong numbers were not always called active
* hit, by the source's call; · = not tested or not shown; [ ] = dose if it differs, or a comment. Unless noted, no stated cut-off is given here; in the data, active means inhibition above about 50%; inactive means the rest.

SMILES | GPR55 antagonists | HIV fusion peptide | Large T inhibition | KOR beta-arrestin-1 | GPR55 beta-arrestin | Rac1 GTP hydrolysis | NOD2 inhibition | NOD1 NF-kB reporter | KOR beta-arrestin-2
CC(C)OC(=O)CSc1nnc(Cc2ccccc2)n1Cc1ccco1 | -4% | 0.8% | 12% | 2.1% | 0.4% | 11% | 0% | -2% | -116%
CCOC(=O)c1c(C)[nH]c(C)c1S(=O)(=O)N(C)CC(=O)Nc1ccccc1F | 5% | -0.6% | 5% | 0.4% | -0.1% | -14% | 10% | -56% | -28%
Cc1ccc(S(=O)(=O)N2CCOCC2)cc1C(=O)N1CCN(S(=O)(=O)c2cccs2)CC1 | 1% | 0.8% | 5% | 0.1% | 0.0% | 2% | 17% | -8% | -17%
Cc1ccc(-c2[nH]nc3c2C(c2cccnc2)C(C#N)=C(N)O3)cc1 (stereo not drawn) | 3% | 2.1% | 18% | 13% | -0.3% | 4% | -12% | -5% | 10%
CCc1ccc(NC(=S)NC2CC3CCCC(C2)N3Cc2ccccc2)cc1 (stereo not drawn) | 6% | -0.8% | 4% | 0.4% | 0.5% | 9% | -7% | -23% | 26%[20 µM]
COc1ccc(CNc2ncnc3sccc23)cc1 | -14% | -1.3% | -1% | -2.0% | 0.2% | 4% | 46% | 42% | -8%
CCCCNC(=O)N1CCN(C(c2ccccc2)c2ccccc2)CC1 | -6% | -0.8% | 3% | -21% | -0.1% | 4% | -2% | -6% | 24%
CCOc1ccc2[nH]cc(C(=O)O)c(=O)c2c1 | -7% | 3.4% | 1% | -0.2% | -0.3% | 1% | -2% | -13% | 0%
CCOC(=O)C1(Cc2ccccc2)CCCN(Cc2cccc(C(C)=O)c2)C1 (stereo not drawn) | 14% | 0.3% | 4% | · | -0.1% | 5% | 4% | -3% | 16%[20 µM]
O=C(CCCC(=O)N(CC(=O)NC1CCCCC1)CC1CCCO1)Nc1ccccn1 (stereo not drawn) | 2% | 0.3% | 0% | 0.0% | 0.1% | 6% | 6% | 3% | -1%
Cc1nn(-c2ccccc2)c(C)c1NC(=O)COC(=O)CCc1ccccc1 | 9% | 1.8% | 24% | 0.9% | 0.3% | 6% | -9% | -39% | -1%
COC(=O)CC1(C(=O)OC)Oc2ccc(Br)cc2C(=O)N1c1cc(Cl)cc(Cl)c1 (stereo not drawn) | 4% | 1.2% | 4% | 6.2% | 0.6% | -1% | 5% | -11% | 12%
COc1ccccc1CNC(=O)COC(=O)c1cccnc1SCC(=O)NCc1ccccc1OC | 2% | 0.1% | 9% | -5.4% | 0.4% | 0% | -5% | -14% | -4%
Cc1ccc(S(=O)(=O)N(C)CC(=O)N2CCCc3ccccc32)cc1 | -1% | 0.1% | 1% | -3.8% | -0.4% | 7% | 6% | -20% | 23%
COc1ccc(N2CCN(S(=O)(=O)c3c(C)nc4scc(C)n4c3=O)CC2)cc1 | -20% | -0.8% | 19% | 8.2% | -0.2% | 209µM* | 23% | 37% | -32%
O=C(CNC(=O)c1ccc(Br)cc1)NCc1cccnc1 | -1% | -1.1% | 5% | -0.7% | -0.1% | 9% | 12% | -36% | -7%
COC(=O)c1cccc(C23CC4(C2)[C@H](CN(Cc2ccc(C(F)(F)F)cc2)[C@@H]4c2ccccc2)C3c2ccccc2)c1 (stereo partly drawn) | 7% | 3.0% | 5% | 3.6% | -0.1% | 12% | 0% | 1% | 8%
CCN=C1SC(CC(=O)NCc2ccccc2)C(=O)N1CC (stereo not drawn) | 12% | -1.6% | 18% | -4.7% | -0.3% | -1% | -4% | -26% | 2%[20 µM]
Cc1ccc(NC(=O)CCC(=O)c2cccs2)cc1 | -1% | -0.5% | -1% | 3.1% | -0.1% | 9% | -71% | -77% | 6%
C=CCn1c(SCC(=O)Nc2ccc(C(=O)OCC)cc2)nnc1-c1sc(N)nc1C | -6% | 1.2% | 6% | 1.2% | 0.2% | 8% | 2% | -22% | 0%
CCn1nc(C)c(/C=N\NC(=O)c2cccc(OC)c2)c1C | 16% | -1.2% | 12% | -2.1% | 0.4% | 4% | 9% | -5% | -19%
CN(C(=O)CSc1nc(N)cc(N)n1)C1CCS(=O)(=O)C1 (stereo not drawn) | 3% | -0.3% | 7% | 4.1% | -0.1% | 7% | 0% | -26% | 0%
CC(C)C1Oc2ccccc2N(CC(=O)NCCCN2C(C)CCCC2C)C1=O (stereo not drawn) | 14% | -1.2% | -5% | -3.4% | 0.1% | 4% | 3% | -9% | 7%
O=[N+]([O-])c1nn(-c2ccccc2)n(O)c1=NCCc1ccccc1 | 7% | 0.4% | 5% | 9.6% | -0.3% | 10% | 10% | -7% | -6%
Cc1ccc(S(=O)(=O)CCC(O)c2ccc(Cl)cc2)cc1 (stereo not drawn) | 4% | -1.7% | -8% | -15% | 0.4% | 10% | 22% | 8% | 13%
The results go on:
SMILES | GPR55 antagonists | HIV fusion peptide | Large T inhibition | KOR beta-arrestin-1 | GPR55 beta-arrestin | Rac1 GTP hydrolysis | NOD2 inhibition | NOD1 NF-kB reporter | KOR beta-arrestin-2
COc1cc2cnc(Cl)nc2cc1OC | 1% | -0.8% | 8% | -3.5% | -0.2% | 9% | 19% | -3% | 11%
c1ccc(-c2cc(NCCN3CCCCC3)c3ccccc3n2)cc1 | 5% | 0.2% | 27% | -2.3% | 0.0% | 29% | 14% | 0% | 38%
Cc1cc(NC(=O)CN2CCN(C)CC2)no1 | 14% | 1.5% | -8% | -3.4% | -0.2% | 157µM* | 6% | -35% | -3%
C/C(=N\NC(=O)c1ccccc1)c1cc2cc([N+](=O)[O-])ccc2oc1=O | 5% | 7.6% | 2% | -5.9% | 0.3% | 14% | 12% | -13% | -1%
CC(=O)NS(=O)(=O)c1ccc(NC(=O)CC23CC4CC(CC(Br)(C4)C2)C3)cc1 | -13% | 3.7% | 0% | -2.6% | -0.1% | 6% | 7% | 26% | 7%
CCC(=O)Nc1ccc(C(=O)NNC(=O)c2ccc(C)cc2)cc1 | 10% | -0.4% | 13% | -4.4% | -0.2% | 10% | 9% | -19% | 18%
COc1ccc(CCNS(=O)(=O)c2ccc(-n3cnnn3)cc2)cc1OC | -5% | 0.5% | 5% | -4.7% | -0.2% | 4% | 8% | -33% | -41%
Nc1cc(=O)n(Cc2ccccc2)c(=O)n1-c1ccc(Cl)cc1 | 8% | 1.0% | 20% | -0.9% | 0.0% | 0% | 4% | -7% | 12%
Cc1ccc2c(c1)N(CC(=O)N1CCCCC1c1cccnc1)C(=O)CO2 (stereo not drawn) | 4% | -1.7% | 0% | 45% | -0.1% | -12% | 17% | 4% | 2%
O=C(Nc1ccc(S(=O)(=O)Nc2nccs2)cc1)c1cc(-c2ccncc2)nc2ccccc12 | 15% | 24% | 6% | 5.0% | -0.3% | -1% | 7% | -7% | -8%
COc1ccc(NC(=S)N2CCc3cc(OC)c(OC)cc3C2)cc1 | 7% | -0.7% | 2% | 2.4% | -0.1% | -4% | 10% | -9% | 10%
Cc1nnc(N2CCC(C(=O)N3CCCCC3)CC2)c2nn(-c3ccc(Cl)cc3)c(C)c12 | -5% | 0.0% | 12% | -0.9% | -0.1% | 10% | -4% | -28% | -26%
Cc1c(C(=O)N2CCc3ccccc32)oc2ccccc12 | 11% | -0.1% | 6% | 0.4% | -0.3% | 8% | -151% | -37% | 11%
CCCn1c(SCC(=O)c2cc(C)n(-c3ccc4c(c3)OCO4)c2C)n[nH]c1=O | -3% | 5.8% | 13% | 4.3% | 0.3% | 4% | 33% | 38% | -3%
Cn1c(N/N=C/c2cccs2)nc2c1c(=O)n(Cc1ccccc1)c(=O)n2C | 12% | -3.7% | 23% | 0.8% | 0.0% | 15% | 6% | -22% | -16%
COC(=O)c1ccc(NC(=O)CC(=O)Nc2ccc(C(=O)OC)cc2)cc1 | 4% | -0.4% | 2% | 0.6% | 0.0% | 8% | -8% | 0% | -21%
O=C(O)CN1C(=O)c2ccc(Oc3ccc([N+](=O)[O-])cc3)cc2C1=O | 8% | 0.0% | 7% | 9.8% | -0.2% | -3% | 4% | -34% | 6%
O=C(Cn1c(=O)oc2cc(S(=O)(=O)N3CCc4ccccc43)ccc21)NC1CCCC1 | -3% | 2.9% | 7% | -6.8% | -0.1% | 2% | -12% | -14% | 8%
CC1(C(=O)N2CC3(CC(c4cccc(NC(=O)COc5ccc(Cl)cc5)c4)=NO3)C[C@@H]2C(N)=O)CC1 (stereo partly drawn) | 4% | 0.3% | 5% | -2.0% | -0.1% | 11% | 2% | -9% | 13%
C=CCSc1nc(C)cc(/C=C\c2ccccc2)c1C#N | 0% | 0.2% | 0% | 4.6% | 0.5% | 6% | 11% | 3% | -5%
CC(=O)c1cc(CN2CCN(C3CCCCC3)C(CCO)C2)cs1 (stereo not drawn) | 6% | -0.9% | -5% | -0.5% | -0.2% | 11% | -2% | -7% | 5%
COc1ccccc1C1CC(c2ccc(Br)cc2)=NN1C(=O)c1cccnc1 (stereo not drawn) | -5% | -1.5% | 2% | 17% | -0.2% | 2% | 5% | -29% | 9%
CC(=O)Nc1cccc(NC(=O)CSc2nnc(NC(=O)C3CC3)s2)c1 | -10% | -2.0% | 4% | 4.6% | 0.3% | 9% | 2% | 12% | -18%
Cc1cc(N(C)C)c(C#N)c(N2CCCCC2)n1 | 5% | 1.2% | 14% | -11% | 0.6% | 8% | -3% | -3% | 10%
COc1ccccc1OCC(=O)NN=C(Cc1ccccc1)Cc1ccccc1 | 14% | 2.1% | 13% | -2.1% | -0.2% | 1% | -26% | 50% | 13%
CCOc1ccc(S(=O)(=O)N(C)c2ccc(OCC(=O)NC3=NCCS3)cc2)cc1 | 8% | 1.2% | 2% | -0.8% | 0.5% | 7% | 4% | -30% | -26%

Shown comma-delimited: part of the list above.
structure,GPR55 antagonists,HIV fusion peptide,Large T inhibition,KOR beta-arrestin-1,GPR55 beta-arrestin,Rac1 GTP hydrolysis,NOD2 inhibition,NOD1 NF-kB reporter,KOR beta-arrestin-2
Cc1cc(NC(=O)CN2CCN(C)CC2)no1,14%,1.5%,-8%,-3.4%,-0.2%,157µM*,6%,-35%,-3%
C/C(=N\NC(=O)c1ccccc1)c1cc2cc([N+](=O)[O-])ccc2oc1=O,5%,7.6%,2%,-5.9%,0.3%,14%,12%,-13%,-1%
CC(=O)NS(=O)(=O)c1ccc(NC(=O)CC23CC4CC(CC(Br)(C4)C2)C3)cc1,-13%,3.7%,0%,-2.6%,-0.1%,6%,7%,26%,7%
CCC(=O)Nc1ccc(C(=O)NNC(=O)c2ccc(C)cc2)cc1,10%,-0.4%,13%,-4.4%,-0.2%,10%,9%,-19%,18%
COc1ccc(CCNS(=O)(=O)c2ccc(-n3cnnn3)cc2)cc1OC,-5%,0.5%,5%,-4.7%,-0.2%,4%,8%,-33%,-41%

An excerpt; count on the stated rates, not on these rows.
